Screening data deposited in PubChem by several laboratories.
Neddyl block: inhibitors of cullin neddylation, primary screen, biochemical, TR-FRET, uHTS, NAE and Ubc12. calls only at 25 µM. 360,000 compounds, 0.58% hits. AID 651699, 2012; in the data active = inhibition above about 36%
NRP1-CendR mod: modulators of CendR peptide binding to NRP-1, primary screen, biochemical, fluorescence polarization, uHTS | inhibition, % at 25 µM | FAM-RPARPAR peptide binding to NRP-1 | 360,000 compounds, 0.85% hits | Neuropilin-1 (Homo sapiens), O14786;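 active = inhibition or corrected inhibition above about 18%, plus a signal ratio from 0.5 to 1.5, limit read from the data, passing the limit was not always enough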; also: strong numbers were not always called active
Rin1 Abl inh: inhibitors of Rin1-Abl protein binding, primary screen, biochemical, TR-FRET; 360,000 compounds, 0.4% hits; AID 588664, 2011; inhibition, % at 7.35 µM; Tyrosine-protein kinase ABL1 (Homo sapiens) + Ras and Rab interactor 1 (Homo sapiens), …; in the data active = inhibition above about 5%, passing the limit was not always enough
FAS-TE inh: FAS thioesterase domain inhibitors, primary screen, biochemical, fluorescence intensity, uHTS. Fatty acid synthase (Homo sapiens), P49327. inhibition, % at 15 µM. 360,000 compounds, 0.67% hits. recombinant FAS-TE, OMFH fluorogenic substrate, fluorescence endpoint;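 active = compounds whose normalised, plate-corrected inhibition of enzyme fluorescence in the single-dose primary screen is 50% or more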;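 also: 0% = DMSO with enzyme and 100% = substrate without enzyme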
E coli Lon inh: inhibitors of E. coli Lon protease, primary screen, biochemical, fluorescence polarization | P0A9M0 | inhibition, % at 7.94 µM | 360,000 compounds, 0.42% hits | purified E. coli Lon protease; in the data active = inhibition above about 13%, passing the limit was not always enough;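 also: 0% = enzyme with probe and DMSO and 100% = no enzyme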
bovine MsrA act: bovine MsrA enzyme activators, primary screen, biochemical, absorbance, HTS; Methionine sulfoxide reductase A (Bos taurus); purified bovine MsrA, absorbance read-out; activation, % at 10.6 µM; 360,000 compounds, 0.3% hits; AID 602163, 2012; in the data active = activation above about 7.5%;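 also: 0% = vehicle and 100% = reference activator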
MT1-MMP act inh: blockers of MT1-MMP proenzyme processing, primary screen, HT1080 RFP-PRO-GFP cells, GFP/RFP fluorescence; Matrix metalloproteinase-14 (Homo sapiens), P50281; 360,000 compounds, 0.061% hits; GFP/RFP ratio change, % at 20 µM; GFP/RFP ratio fluorescence, overnight; percent of plate control window, DMSO zero; AID 651647, 2012;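 active = GFP/RFP ratio change of at least 30% with cell ATP level not reduced by more than half and red fluorescence within 50% of control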; also: strong numbers were not always called active
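Assay system – RFP-PRO-GFP reporter HT1080 cells · Compound dosing – single dose of 20 µM compound, 1% DMSO final · Incubation – overnight compound exposure at 37 °C · Measure – GFP/RFP fluorescence ratio · Benchmarks – DMSO wells and RFP-L50D-GFP cells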
SKN-1 inh: suppressors of acrylamide-induced Pgst-4::GFP reporter in worms, primary screen, SKN-1 inhibitor project, whole organism, uHTS, GFP/RFP fluorescence ratio, strain VP596. C. elegans VP596 Pgst-4::GFP/RFP ratio, 24 h. inhibition, % at 21.8 µM. 360,000 compounds, 0.49% hits. AID 624304, 2012;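 active = interference check ratio from 0.5 to 1.5 plus GFP to RFP signal ratio inhibition reaching or exceeding a fixed threshold, cut at about 30% in these data, passing the limit was not always enough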; also: some compounds called inactive have numbers as strong as hits
PABP1 MLLE inh: inhibitors of PABP1 MLLE–PAM2 peptide binding, primary screen, biochemical, fluorescence polarization, FITC-PAM2, GST-MLLE. Polyadenylate-binding protein 1 (Homo sapiens), P11940. inhibition, % at 20 µM. 360,000 compounds, 0.36% hits. AID 588489, 2011; in the data active = inhibition above about 35%, passing the limit was not always enough;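 also: plate controls were DMSO wells with GST-MLLE for no effect and wells lacking GST-MLLE protein for full effect; some results filed as inactive read as strong as hits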
Target sequence (P11940 whole entry, looked up): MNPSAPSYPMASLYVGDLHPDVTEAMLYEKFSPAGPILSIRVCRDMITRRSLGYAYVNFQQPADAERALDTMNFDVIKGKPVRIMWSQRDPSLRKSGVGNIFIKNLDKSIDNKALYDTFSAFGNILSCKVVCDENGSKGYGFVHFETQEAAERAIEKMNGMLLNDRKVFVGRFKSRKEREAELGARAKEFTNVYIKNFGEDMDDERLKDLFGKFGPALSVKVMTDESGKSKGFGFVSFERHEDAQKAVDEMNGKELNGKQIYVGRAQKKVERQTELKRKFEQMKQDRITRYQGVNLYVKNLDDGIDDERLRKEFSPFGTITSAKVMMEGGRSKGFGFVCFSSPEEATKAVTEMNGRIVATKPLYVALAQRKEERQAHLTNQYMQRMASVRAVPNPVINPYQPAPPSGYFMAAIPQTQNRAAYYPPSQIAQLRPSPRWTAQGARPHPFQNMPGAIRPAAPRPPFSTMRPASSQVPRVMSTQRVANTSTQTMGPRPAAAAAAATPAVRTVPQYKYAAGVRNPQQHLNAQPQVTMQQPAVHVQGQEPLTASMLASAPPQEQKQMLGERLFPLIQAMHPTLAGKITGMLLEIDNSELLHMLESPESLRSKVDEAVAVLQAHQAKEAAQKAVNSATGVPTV
An asterisk follows results filed as active; i = inactive; . = no result given.

SMILES	Neddyl block	NRP1-CendR mod	Rin1 Abl inh	FAS-TE inh	E coli Lon inh	bovine MsrA act	MT1-MMP act inh	SKN-1 inh	PABP1 MLLE inh
CC(C)Cc1nnc(NC(=O)CN2C(=O)NC3(CC(C)CC(C)(C)C3)C2=O)s1 (stereo not drawn)	i	2	-1	6	-2	1	3	5	-2
CCCCOC(=O)Nc1cc(Cl)ccc1C	i	3	-4	8	-5	-4	-2	18	-8
CN(C)S(=O)(=O)N1CCC(Oc2cccc(C(=O)NCCCC3CCCC3)c2)CC1	i	11	2	19	11	-1	-2	-6	10
O=C(COC(=O)/C=C/c1cccs1)NC1CCCCC1	i	1	-2	1	-7	-5	3	4	-2
Cc1cc(C(=O)Nc2cccnc2Cl)on1	i	-2	6	-5	-5	-1	4	2	6
CC1CCCC12NC(=O)NC2=O (stereo not drawn)	i	4	1	-10	0	-2	-1	-11	0
Cc1ccc2c(CC(=O)OC(C)C(=O)NCc3ccc4c(c3)OCO4)coc2c1 (stereo not drawn)	i	4	4	1	-3	-1	-1	5	-5
CCCc1nc2ccccc2c(=O)n1NC(=O)c1c(O)c2ccccc2[nH]c1=O	i	1	-1	-6	-9	-3	-5	1	-1
CC1CCN(c2c(NCc3ccc(C(=O)NCc4cccnc4)cc3)c(=O)c2=O)CC1	i	-8	-4	-3	-3	-2	0	9	11
O=C(COc1cccc(NC(=O)c2ccco2)c1)c1ccccc1	i	3	2	2	1	1	3	8	1
COc1cc(C(=O)Nc2ccc3oc(-c4cccnc4)nc3c2)cc(OC)c1OC	i	-14	-3	2	-1	-3	15	-4	-2
O=S(=O)(/N=C(\Sc1ccc(Cl)cc1)c1ccccc1)c1ccccc1	i	-2	1	26	0	-5	-2	16	36
COc1ccc(-c2csc(Nc3cccnc3)n2)cc1OC	i	-14	0	-4	-6	-9	9	5	-4
CCCNc1nc2ccccc2n2c(C)nnc12	i	8	2	2	-6	-6	13	-8	8
CC(Nc1nc(-c2ccc(Cl)cc2)cs1)c1nc2cc(Cl)c(N3CCCCC3)cc2n1CCOCCO (stereo not drawn)	i	3	3	24	-3	0	2	5	-79
O=S(=O)(c1ccc(-c2nnc(SCc3ccccc3)o2)cc1)N1CCCC1	i	-2	-4	32	-5	-2	-3	2	-3
CC(=O)c1ccc(N2CCN(C(=O)C3CCN(S(=O)(=O)c4ccc5c(c4)CC(C)N5C(=O)C4CC4)CC3)CC2)cc1 (stereo not drawn)	i	2	0	30	-6	-6	4	-2	7
COCCNC(=O)CN(C(=O)CCC(=O)Nc1ccccn1)c1ccc(F)cc1	i	-3	-1	-6	0	-3	10	-8	-2
O=C(NC(=S)NCC1CCCO1)C(c1ccccc1)c1ccccc1 (stereo not drawn)	i	8	-3	8	5	-1	-7	7	21
Cc1cccc2c1N(C(=O)CN1C(=O)c3ccccc3C1=O)C(C)(C)c1ssc(=S)c1-2	i	-4	1	18	-14	-6	4	1	-7

Gathered by group, the compounds so far with an aryl methoxy group
SMILES	Neddyl block	NRP1-CendR mod	Rin1 Abl inh	FAS-TE inh	E coli Lon inh	bovine MsrA act	MT1-MMP act inh	SKN-1 inh	PABP1 MLLE inh
COc1cc(C(=O)Nc2ccc3oc(-c4cccnc4)nc3c2)cc(OC)c1OC	i	-14	-3	2	-1	-3	15	-4	-2
COc1ccc(-c2csc(Nc3cccnc3)n2)cc1OC	i	-14	0	-4	-6	-9	9	5	-4

Full records from above:
Listed for CCCCOC(=O)Nc1cc(Cl)ccc1C → Neddyl block = i; NRP1-CendR mod = 3; Rin1 Abl inh = -4; FAS-TE inh = 8; E coli Lon inh = -5; bovine MsrA act = -4; MT1-MMP act inh = -2; SKN-1 inh = 18; PABP1 MLLE inh = -8
Listed for CCCNc1nc2ccccc2n2c(C)nnc12 → Neddyl block = i; NRP1-CendR mod = 8; Rin1 Abl inh = 2; FAS-TE inh = 2; E coli Lon inh = -6; bovine MsrA act = -6; MT1-MMP act inh = 13; SKN-1 inh = -8; PABP1 MLLE inh = 8
Listed for CC1CCN(c2c(NCc3ccc(C(=O)NCc4cccnc4)cc3)c(=O)c2=O)CC1 → Neddyl block = i; NRP1-CendR mod = -8; Rin1 Abl inh = -4; FAS-TE inh = -3; E coli Lon inh = -3; bovine MsrA act = -2; MT1-MMP act inh = 0; SKN-1 inh = 9; PABP1 MLLE inh = 11

Next part:
SMILES	Neddyl block	NRP1-CendR mod	Rin1 Abl inh	FAS-TE inh	E coli Lon inh	bovine MsrA act	MT1-MMP act inh	SKN-1 inh	PABP1 MLLE inh
O=c1oc(-c2cccs2)nc2sc3c(c12)CCCCC3	.	-16	-1	10	-3	-3	-2	-2	19
O=C1CC(N2CCN(C/C=C/c3ccccc3)CC2)C(=O)N1CCc1ccccc1 (stereo not drawn)	i	-19	2	-5	-5	0	1	11	0
Cn1c(=O)cc(Nc2ccccc2)[nH]c1=O	i	3	-2	0	4	-3	2	5	6
COc1cc(-n2c(=O)c3ccccc3n(CC(=O)c3ccccc3)c2=O)cc(OC)c1OC	i	-10	0	-2	-6	-5	-1	-7	-9
COc1ccc(C2CC(c3ccc(Br)cc3)=NN2C(=O)CSC2=NN3CCCC(=O)N=C3S2)cc1 (stereo not drawn)	i	17	4	22	-6	-4	1	2	3
CCOC(=O)N1CCN(Cc2nc(N)nc(Nc3ccc(C)cc3)n2)CC1	i	-8	1	-5	4	-2	-1	14	12
CS(=O)(=O)NNC(=O)c1csc(Cc2c(Cl)sc3ccc(Cl)cc23)n1	i	-2	-3	2	6	-6	2	-6	-6
Cc1nnc(NC(=O)c2ccc(S(=O)(=O)N3CCCCC3C)cc2)o1 (stereo not drawn)	i	-11	3	-5	8	-10	-3	8	2
O=C(Nc1ccc(OC(F)(F)F)cc1)c1cnccn1	i	-2	2	2	2	-2	0	4	-10
CCOc1ccc(OCC)c(NC(=O)C2COc3ccccc3O2)c1 (stereo not drawn)	i	10	-2	19	0	-1	8	2	2
CCOC(=O)C1CCCN(C(=O)c2ccc(C)c(NC(=O)C3=C(C)OCCS3)c2)C1 (stereo not drawn)	i	-6	-2	-5	-3	-13	4	-11	8
O=C(Oc1ccc(F)cc1)c1cccnc1	i	9	1	-8	5	-2	2	13	4
Cc1cccc(C(=O)NNC(=O)c2cccc([N+](=O)[O-])c2)c1	i	-3	1	11	0	-4	1	-4	-6
CN(C)CCN(C(=O)c1ccc2ccccc2c1)c1nc2cc3c(cc2s1)OCO3	i	4	-4	16	0	-3	6	16	-6
Cc1ccc(-n2nc(C)c3c(C)c(CCC(=O)NCc4ccco4)c(C)nc32)cc1	.	-14	2	4	-2	-8	-4	-4	-7
Cc1cc2nc3n(c2cc1C)CC1CC(C(=O)NCc2ccccc2)N(C)C31 (stereo not drawn)	i	21	0	-2	-13	1	9	11	15
O=C(CN1C(=O)C2C3C=CC(C4CC34)C2C1=O)NCc1ccco1 (stereo not drawn)	i	2	0	0	4	-2	0	6	1
O=C(O)CSc1nc(-c2ccccc2)c(-c2ccccc2)[nH]1	i	0	0	-3	0	-2	2	15	-9
CCOC(=O)c1cc2c(=O)n3cccc(C)c3nc2n(CCCOC)c1=NC(=O)c1cccnc1	.	10	-4	54*	-6	-5	2	3	6
Cc1noc(C)c1NC(=O)Nc1ccc2c(c1)C(=O)N([C@H](C)CO)C[C@H](C)[C@@H](CN(C)S(=O)(=O)c1cn(C)cn1)O2	i	0	-2	-7	-1	1	3	-14	1
O=C(Nc1ccccc1F)Nc1ccc([N+](=O)[O-])cc1Cl	i	0	1	9	4	-4	-7	-4	8
CC(C)CN(CCNC(=O)CN1N=C(c2ccc(Cl)cc2)CCC1=O)CC(C)C	i	-2	0	4	1	-3	0	-6	1
CCOC(=O)C(=CNc1ccc(C)cc1C)C(=O)OCC	i	0	-4	6	3	-3	1	-9	0
CCn1c(C(=O)NCc2ccccn2)cc2sccc21	i	-10	6	-4	1	-7	4	7	-11
O=C(Cn1ccc2ccccc2c1=O)NCC(=O)N1CCN(c2ccccc2F)CC1	i	7	-2	-3	-2	-4	-2	11	-2
Cc1cccc(NC(=O)/C(=C\c2ccco2)NC(=O)c2cccs2)c1	i	-62	-1	-2	-21	0	-16	5	-18
Cc1nc(-c2ccc(Cl)cc2)sc1C(=O)O	i	-5	-4	-2	5	-3	-1	6	3
O=C(NCCCN1CCc2ccccc2C1)Nc1ccc(Cl)cc1	i	1	0	-6	-4	-1	5	3	1
Cc1cccc(OCC(=O)NC(=S)Nc2ccccc2N2CCOCC2)c1	i	-19	1	28	-56	-3	-1	10	30
Cc1cc(=O)n2nc(N3CCCC(C(=O)NC(C)c4ccccc4)C3)sc2n1 (stereo not drawn)	i	4	1	-11	-4	-4	-1	10	-9
CC1CCN(c2ccccc2NC(=O)c2ccc([N+](=O)[O-])o2)CC1	i	0	2	1	-7	-3	-5	-1	1
CN(C)CCCN(Cc1ccccc1)C(=S)Nc1ccc(OC(F)F)cc1	i	4	2	-9	-7	-4	-3	-3	-62
CCN(CC)c1ccc(/C=N/NS(=O)(=O)c2cccc([N+](=O)[O-])c2)cc1	i	-6	0	5	2	-7	-2	-1	15
Cc1ccc(C(=O)CN2/C(=C(\O)c3ccccc3)C(=O)c3ccccc3S2(=O)=O)c(C)c1	i	5	-4	-7	2	-10	-8	-28	5
O=C(N/N=C/c1ccc(O)c(O)c1)C1c2ccccc2Oc2ccccc21	i	-15	0	-4	0	-6	1	12	-3
Cc1cc(N2CCC(C)CC2)nc(NCc2ccccc2)n1	i	2	3	-28	-8	-2	-5	8	5
O=C(C1CCCN(S(=O)(=O)c2ccccc2)C1)N1CCCCCC1 (stereo not drawn)	i	8	0	-6	-7	0	0	8	12
NNS(=O)(=O)c1ccc(N2CCCC2=O)c([N+](=O)[O-])c1	i	2	0	-10	-3	-9	-3	-12	30
CN(C(=O)c1cccc(NC(=O)Cc2ccc(NC(=O)C3CCN(C(=O)C4CCCC4)CC3)cc2)c1)C1CCCC1	i	-14	6	0	-4	-10	-5	0	3
COc1cc(C#Cc2c(C=O)n(C)c3ccccc23)cc(OC)c1	i	-13	1	27	6	-11	-7	-14	2
CC1(C)C2CC=C(/C=N/n3cnnc3)C1C2 (stereo not drawn)	i	5	-3	-8	-10	-2	0	2	2
CC1(C(=O)NS(=O)(=O)c2ccccc2Cl)CCN1C(=O)COc1ccc(Cl)cc1 (stereo not drawn)	i	7	-1	-10	-7	-1	1	14	-7
O=C(NCc1ccc(F)cc1Cl)C1CC(=O)N(C2CCCCCCC2)C1 (stereo not drawn)	i	1	1	0	5	1	-2	-14	1
CC(=O)c1ccc(NC(=O)c2cc3ccccc3o2)cc1	i	-7	2	-1	4	-3	7	3	-6
N#Cc1ccccc1S(=O)(=O)N1CCN(c2cnccn2)CC1	i	0	2	-6	6	-6	1	-16	-11
CC(=O)c1ccc(N2CCN(C(=O)c3ccc4c(c3)OCO4)CC2)cc1	i	12	0	-5	-4	-8	-2	-8	7
COc1ccc(NC(C)=O)cc1NC(=O)CSc1nnc(-c2ccncc2)n1C	i	5	-4	-4	8	-1	-1	-1	5
Cc1cc(NC(=O)CN2C(=O)NC(C)(CC(C)C)C2=O)no1 (stereo not drawn)	i	-7	7	-6	-14	0	2	5	-4
CC1CCCCN1C(=O)Cn1cnc2c1c(=O)n(C)c(=O)n2C (stereo not drawn)	i	4	-1	-7	-6	-3	2	-5	7
